Compound activity deposited in PubChem BioAssay by several laboratories.
NPY Y1 blocker: NPY-Y1 receptor antagonists, primary screen, cell-based; 1% of 200,000 active; HEK293-CNG Y1 cells, membrane potential fluorescence; NPY at EC95, then isoproterenol; inhibition, % at 3.6 µM; Neuropeptide Y receptor type 1 (Homo sapiens), P25929;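 active = inhibition above the campaign mean inhibition of all tested compounds plus 3 SD, cut at about 20% in these data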;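 also: 0% = DMSO wells given NPY plus isoproterenol and 100% = isoproterenol alone without NPY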
Target sequence (P25929 whole entry, looked up): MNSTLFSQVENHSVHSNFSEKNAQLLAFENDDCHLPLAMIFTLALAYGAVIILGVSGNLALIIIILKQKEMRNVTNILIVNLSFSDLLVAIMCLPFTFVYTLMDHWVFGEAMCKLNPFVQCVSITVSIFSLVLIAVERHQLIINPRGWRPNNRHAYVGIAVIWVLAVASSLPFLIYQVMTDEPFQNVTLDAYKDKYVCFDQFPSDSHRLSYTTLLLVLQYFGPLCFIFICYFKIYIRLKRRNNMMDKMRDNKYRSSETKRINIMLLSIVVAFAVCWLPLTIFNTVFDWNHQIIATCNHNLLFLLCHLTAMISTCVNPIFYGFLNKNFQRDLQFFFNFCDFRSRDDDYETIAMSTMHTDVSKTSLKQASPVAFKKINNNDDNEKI
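Material: HEK293 cells co-expressing NPY Y1 receptor and cyclic-nucleotide gated channel. Timing: compound incubation 1 h at room temperature, readout 45 min post-stimulation. Signal: fluorescence, membrane potential probe.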
RBBP9 inhibitor: human RBBP9 inhibitors, primary screen, biochemical, fluorescence polarization, FP-Rh probe, HTS; recombinant RBBP9; inhibition, % at 7.94 µM; Serine hydrolase RBBP9 (Homo sapiens), O75884; 0.2% of 220,000 active;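 active = inhibition above the campaign mean of all tested compounds plus 3 SD, cut at about 14% in these data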;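 also: plate controls were DMSO wells with RBBP9 for no effect and wells lacking RBBP9 protein for full effect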
Target sequence (O75884 whole entry, looked up): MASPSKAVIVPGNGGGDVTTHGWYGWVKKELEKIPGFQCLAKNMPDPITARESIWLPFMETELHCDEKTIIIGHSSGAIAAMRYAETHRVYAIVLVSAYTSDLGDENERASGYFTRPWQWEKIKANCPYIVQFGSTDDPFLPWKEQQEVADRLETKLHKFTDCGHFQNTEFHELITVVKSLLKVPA
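System: RBBP9 protein / Quantity: 2.5 µM RBBP9 dispensing solution, before mixing / Also added: Serine-hydrolase probe FP-Rh, 375 nM pre-mixing / Dosing: 7.94 µM single dose, 0.794% DMSO / Timing: enzyme-compound preincubation 30 min, then probe labeling 45 min, 25 °C / Signal: FP readout at 525/598 nm / Controls: DMSO-treated enzyme wells and wells lacking RBBP9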
Ba/F3 V617F tox: reduced viability of JAK2V617F-dependent Ba/F3 cells, primary screen, JAK2V617F inhibitor project, cell-based, Ba/F3 EpoR-JAK2V617F, luminescence. ATP luminescence. inhibition, % at 5.6 µM. 1.1% of 220,000 active. AID 1446, 2008;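 active = inhibition above the campaign mean plus 3 SD over all tested compounds, cut at about 24% in these data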;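 also: cytokine-independent growth of Ba/F3 cells driven by EpoR plus mutant JAK2; 0% = DMSO-treated cells and 100% = JAK inhibitor I control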
Runt-CBFb FRET: inhibitors of RUNX1 Runt–CBFb binding, primary screen, biochemical, FRET, Cerulean-Runt, Venus-CBFb, uHTS; Runt-related transcription factor 1 (Homo sapiens) + Core-binding factor subunit beta …; Cerulean-Runt/Venus-CBFb FRET ratio 530/480, 1 h; inhibition, % at 20 µM; 0.46% of 220,000 active;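 active = inhibition over about 50% at 20 µM in the single-dose screen, limit read from the data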;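 also: 0% = DMSO wells and 100% = excess unlabeled CBFb competitor control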
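test system = Cerulean-tagged RUNX1 Runt domain (FRET donor) fusion protein | reagent = Venus-CBFb binding partner, 100 nM | incubation = protein complex preformed 1 h, compound exposure 1 h, room temperature, dark | detection = FRET fluorescence | read-out basis = loss of energy transfer signal | controls = 5 µM unlabeled CBFb as full-inhibition high control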
S1P4 antagonist: S1P4 receptor antagonists, primary screen, cell-based. S1P4-expressing cells, antagonist mode, reporter read-out. inhibition, % at 4.98 µM. 0.26% of 220,000 active. AID 1510, 2009; in the data active = inhibition above about 29%;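 also: 0% = wells stimulated with agonist and 100% = vehicle wells without agonist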
S1P4 ag: S1P4 receptor agonists, primary screen, cell-based | S1P4-expressing cell line, agonist reporter assay | activation, % at 4.98 µM | AID 1509, 2009 | 0.35% of 220,000 active | Sphingosine 1-phosphate receptor 4 (Homo sapiens), O95977; in the data active = activation above about 11%;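 also: 0% = DMSO vehicle and 100% = reference agonist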
NPY-Y2 PAM-ag: NPY-Y2 potentiators or agonists, primary screen, cell-based; Neuropeptide Y receptor type 2 (Homo sapiens), P49146; cells expressing NPY-Y2, potentiator/agonist read-out; activation, % at 3.6 µM; 0.45% of 220,000 active; AID 1359, 2008; in the data active = activation above about 27%;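 also: cells stimulated with NPY near EC25 plus isoproterenol at EC100; 0% = vehicle plus submaximal agonist and 100% = vehicle plus saturating agonist; some results beyond the cut were filed as inactive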
Target sequence (P49146 whole entry, looked up): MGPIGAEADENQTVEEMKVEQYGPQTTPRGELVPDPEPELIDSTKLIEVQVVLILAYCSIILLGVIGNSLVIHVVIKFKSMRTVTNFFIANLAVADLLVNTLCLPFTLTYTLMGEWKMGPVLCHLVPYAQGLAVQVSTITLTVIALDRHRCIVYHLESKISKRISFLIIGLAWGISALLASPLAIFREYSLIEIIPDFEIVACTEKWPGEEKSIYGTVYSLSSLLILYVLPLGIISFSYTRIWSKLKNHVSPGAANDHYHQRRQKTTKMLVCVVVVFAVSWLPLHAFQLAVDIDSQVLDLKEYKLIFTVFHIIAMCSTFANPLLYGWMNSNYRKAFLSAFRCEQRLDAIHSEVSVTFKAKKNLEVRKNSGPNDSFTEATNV
NPY-Y1 PAM-ag: NPY-Y1 receptor potentiators or agonists, primary screen, cell-based | Neuropeptide Y receptor type 1 (Homo sapiens), P25929 | NPY-Y1 expressing cells, potentiator/agonist activation | activation, % at 3.6 µM | 0.37% of 220,000 active | AID 1304, 2008; in the data active = activation above about 33%, passing the limit was not always enough;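 also: cells stimulated with NPY at EC10 then isoproterenol at EC100; 0% = low agonist plus stimulus and 100% = saturating agonist plus stimulus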
BaF3 tox: parental Ba/F3 cell viability inhibition, counter-screen for JAK2V617F inhibitor project, murine pro-B, CellTiter-Glo luminescence | 1.1% of 220,000 active | inhibition, % at 5.6 µM | CellTiter-Glo ATP luminescence | AID 1486, 2009;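 active = inhibition above a per-campaign cutoff, the mean inhibition of all tested compounds plus 3 SD, cut at about 27% in these data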;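 also: 0% = DMSO wells and 100% = JAK Inhibitor I control wells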
* marks the source's active call; other numbers are inactive results; / = no result given. Outcome played no part in choosing rows. Share with any hit: about 3.6%.

mol	NPY Y1 blocker	RBBP9 inhibitor	Ba/F3 V617F tox	Runt-CBFb FRET	S1P4 antagonist	S1P4 ag	NPY-Y2 PAM-ag	NPY-Y1 PAM-ag	BaF3 tox
Cc1ccc(C)n1-c1sc2c(c1C(=O)O)CCCC2	5	-7	-2	7	-7	1.1	12	-11	5
N#Cc1c(NC(=O)CN2CCCCC2)sc2c1CCC2	2	-2	-2	4	17	-0.5	-9	8	4
COC(=O)c1cn(C(=O)c2cc(C)cc(C)c2)c2ccccc12	1	1	-2	0	4	2.9	12	-6	5
Cn1c(CSCc2ccc(Cl)c(Cl)c2)nnc1SCC(=O)Nc1nccs1	-3	0	-1	-2	-2	1.6	11	12	2
Cn1c(=O)c(=O)n(C)c2cc(S(=O)(=O)Nc3ccc(OC(F)(F)F)cc3)ccc21	-4	-3	2	-7	6	-0.9	0	-31	7
CC(=O)N1CCc2ccc(S(=O)(=O)N3CCc4ccccc43)cc21	14	-3	-2	2	-12	1.2	-8	4	8
CC(=O)Nc1nc(C)c(-c2csc(Nc3cccc([N+](=O)[O-])c3)n2)s1	4	1	-2	0	0	-2.2	-3	1	3
CC(=O)n1cc(C2C(=O)CC(C)(C)CC2=O)c2ccccc21	1	-7	4	0	16	-0.9	-25	9	7
CCOC(=O)c1ccc(CNC(=O)CSc2nnc(-c3ccncc3)o2)cc1	-1	0	2	2	-24	1.0	11	7	6
Cc1ccc(NC(=O)CC2SC(=NC3CCCCC3)NC2=O)cc1 (configuration not stated)	4	-5	-2	1	-8	1.2	4	-19	5
CCCn1cnc2sc(C(N)=O)c(C)c2c1=O	0	-4	3	0	5	3.5	-6	-9	4
O=P(Cc1cccc[n+]1[O-])(c1ccccc1)c1ccccc1	7	-10	4	-3	8	0.5	-2	-9	2
Cc1ccc2[nH]c(=O)c(N3CCOCC3)c(-c3ccccc3)c2c1	1	-3	3	-1	7	0.5	-3	1	8
Cc1ccc(S(=O)(=O)N(C)C)cc1NC(=O)COC(=O)COc1ccccc1[N+](=O)[O-]	1	-15	4	0	-16	1.0	2	-5	2
CCc1cccc(CC)c1NC(=O)COc1ccccc1C(=O)c1cc(C#N)c(=O)n(C2CCCCC2)c1	12	-5	0	-1	-18	0.2	3	-11	4
Cc1ccc(S(=O)(=O)N(CCC(=O)O)c2ccccc2)cc1	-1	-6	-1	0	-18	1.3	11	-13	7
CCc1ccc(NC(=O)Cc2cn(C)c3ccccc23)cc1	-3	-1	-3	0	-11	-1.8	4	11	2
Cc1c(NC(=O)Cc2cccs2)cccc1[N+](=O)[O-]	-5	-10	5	-1	-17	-1.0	-19	-25	4
CCC1Oc2ccc(Cl)cc2N(CC(=O)O)C1=O (configuration not stated)	8	-5	0	0	-14	1.1	6	-7	5
CCOC(=O)C1(CCCc2ccccc2)CCN(C(=O)c2cncs2)CC1	7	0	1	-3	1	-0.3	-2	-6	1
CCOC(=O)c1c(NC(=O)CCC(=O)N2CCOCC2)sc2c1CC(C)(C)OC2	0	-7	1	-3	-19	0.6	-13	-1	3
COc1ccc(N2C(=O)/C(=C/N(C)C)NC2=S)cc1	2	-5	-4	14	4	0.4	5	8	-1
O=C(NCC1CCCCC1)C1CCCN(C(=O)NC2CCCCC2)C1 (configuration not stated)	2	-6	3	0	3	-0.3	1	-15	1
O=C(Cc1ccccc1)NC1CCN(S(=O)(=O)c2cccc(F)c2)CC1	8	-3	0	-2	-5	0.7	-3	14	4
CC(NC(=O)CCn1c(=S)[nH]c2ccsc2c1=O)c1ccccc1 (configuration not stated)	3	-4	0	1	-9	-1.6	3	-1	0
Cc1cccc(-n2c(-c3ccncc3)n[nH]c2=S)c1	-2	-6	-3	17	-13	1.5	6	1	3
COc1cc(CNC(=O)c2cccc(COc3ccc(Cl)cc3)c2)cc(OC)c1	2	-5	-2	0	0	0.6	-8	2	0
CC1=NN(c2ccc(S(=O)(=O)O)cc2C)C(=O)C1	-4	4	-4	-2	13	-1.2	3	24	1
Cc1cc(NC(=O)CSc2ncccc2C(=O)O)no1	1	-8	2	1	-1	0.0	-13	4	8
CCc1nnc(NC(=O)CCC(=O)N2CCN(c3ccccn3)CC2)s1	3	-7	0	-3	-12	1.2	7	-11	0

Next part; the last four above are carried over.
mol	NPY Y1 blocker	RBBP9 inhibitor	Ba/F3 V617F tox	Runt-CBFb FRET	S1P4 antagonist	S1P4 ag	NPY-Y2 PAM-ag	NPY-Y1 PAM-ag	BaF3 tox
COc1cc(CNC(=O)c2cccc(COc3ccc(Cl)cc3)c2)cc(OC)c1	2	-5	-2	0	0	0.6	-8	2	0
CC1=NN(c2ccc(S(=O)(=O)O)cc2C)C(=O)C1	-4	4	-4	-2	13	-1.2	3	24	1
Cc1cc(NC(=O)CSc2ncccc2C(=O)O)no1	1	-8	2	1	-1	0.0	-13	4	8
CCc1nnc(NC(=O)CCC(=O)N2CCN(c3ccccn3)CC2)s1	3	-7	0	-3	-12	1.2	7	-11	0
COc1ccc(Nc2nc(-c3cccc([N+](=O)[O-])c3)nc3ccccc23)c(OC)c1	4	0	-3	-5	-13	0.1	-1	-6	1
COc1ccc(-c2c(C#N)sc(C(N)=O)c2-c2ccc(OC)cc2)cc1	/	7	11	0	7	1.6	-12	-19	5
O=C(c1cc(C(=O)N2CCOCC2)c2nc3ccccc3n2c1)c1ccccc1O	/	-11	-3	3	-6	-1.5	7	7	1
CCOC(=O)c1ccc[n+](CC(=O)Nc2ccccc2OC(F)F)c1	-2	1	3	-6	-20	0.9	-10	1	5
COc1ccc(C2C=C(c3ccc(F)cc3)NC(=S)N2)cc1OC (configuration not stated)	0	-1	0	1	-14	0.5	6	-5	3
CCOC(=O)N1CCC(=NNC(=O)c2ccccc2F)CC1	-2	-3	4	0	-5	3.5	-7	18	10
CCC1(C(=O)c2ccc(Cl)cc2)C2c3ccccc3OC(=O)C21C(=O)Nc1ccccc1 (configuration not stated)	8	1	-5	2	18	3.7	11	-7	0
COCCNC(=O)/C(C#N)=C/c1cccc(OCc2ccccc2)c1	1	-2	2	-6	-30	-0.4	-4	-9	3
CC(=O)NC1(c2nnnn2CCOC(=O)Nc2ccc(Cl)cc2)CCCC1	-6	-3	1	/	3	0.3	3	0	7
CC1=C(C(=O)Nc2cc(C)ccn2)C(c2ccc(C)cc2)C2=C(CCCC2=O)N1 (configuration not stated)	-2	-1	1	18	-11	-1.1	19	-1	3
CC(C)OCCCNC(=O)NC(=O)c1ccc(Cl)cc1	-1	-4	1	1	3	-2.2	9	0	8
Cc1ccc(CC2CC(=O)N(c3ccc(C)cc3)C2=O)cc1 (configuration not stated)	-4	-6	0	-1	-14	0.4	0	3	3
O=C(CN1CCOCC1)Nc1nc2ccc([N+](=O)[O-])cc2s1	-4	5	-4	5	-12	0.8	10	23	-2
CC(NC(=O)c1csc2ccccc12)C1CCCO1 (configuration not stated)	5	7	-3	0	-8	1.1	13	15	1
CCCOc1ccc(C(=O)c2nc3c(n2O)CCCC3)cc1	6	-1	0	-2	-2	0.4	-23	-32	7
CCN(CC)C(=O)CN(Cc1ccccc1)S(=O)(=O)c1ccc(F)cc1	-4	-6	2	-1	-1	-0.2	9	7	4
O=C(NC1CCCC1)C(c1cccs1)N(Cc1ccco1)C(=O)Cn1nnc(-c2cccs2)n1 (configuration not stated)	6	-3	9	-1	14	-0.7	-20	-28	9
NS(=O)(=O)c1ccc(NC(=O)CSc2nnc(COc3ccccc3Cl)n2C2CC2)cc1	-1	-2	1	-4	-21	-0.8	3	3	7
COC(=O)Cc1c(C(=O)OC)nnn1-c1ccc(OC)cc1	-4	-7	1	3	-4	-0.3	7	0	-2
O=C(NC(Cc1c[nH]c2ccccc12)C(=O)N/N=C/c1ccc(Br)cc1)c1cccs1 (configuration not stated)	-5	-14	-1	-1	-21	0.2	17	17	6
CNC(=O)c1ccccc1S(=O)c1ccccc1C#N (configuration not stated)	1	1	1	0	8	-2.7	8	-2	9
COc1ccc(NC(=O)c2sc3cc(C(F)(F)F)cnc3c2-c2cccs2)cc1	-1	0	-2	-2	-10	0.5	-4	-29	6
CCn1c(=O)cc(SCC(=O)Nc2cccnc2)c2ccccc21	2	-2	2	0	2	0.9	-14	-28	4
Cc1c(-c2ccc(Cl)cc2)[n+](=O)c2c(n1[O-])CCCC2	/	-9	0	-1	-2	0.2	-10	1	-1
Cc1cc(NC(=O)CSc2nnc(-c3ccncc3)n2N)ccc1Br	-6	-7	-5	3	-14	-1.2	11	-6	3
COc1ccc(-n2cccc2C=O)cc1	-4	-4	-5	2	-11	-1.4	8	-6	2
CC(C)N(Cc1ccccc1)C(=S)NCCN1CCOCC1	5	-2	-2	1	4	-1.1	8	-11	0
CN(C)S(=O)(=O)c1ccc(C(=O)OCC(=O)Nc2ccccc2OC(F)F)cc1	-1	1	-5	-2	-13	1.6	-7	-4	2

Gathered by group, those above containing bromine
mol	NPY Y1 blocker	RBBP9 inhibitor	Ba/F3 V617F tox	Runt-CBFb FRET	S1P4 antagonist	S1P4 ag	NPY-Y2 PAM-ag	NPY-Y1 PAM-ag	BaF3 tox
O=C(NC(Cc1c[nH]c2ccccc12)C(=O)N/N=C/c1ccc(Br)cc1)c1cccs1 (configuration not stated)	-5	-14	-1	-1	-21	0.2	17	17	6
Cc1cc(NC(=O)CSc2nnc(-c3ccncc3)n2N)ccc1Br	-6	-7	-5	3	-14	-1.2	11	-6	3
